Source: PubChem (National Center for Advancing Translational Sciences (NCATS))
HCV inh: inhibitors of hepatitis C virus infection. AID 651820. Potency, µM (top dose mostly 41.8 µM), for the others: at the highest dose activity change, negative = inhibition, hits mostly inhibitors. 3.4% of 340,000 active. Huh7.5.1 HCVcc-Cre infection, luciferase reporter, 44 h; note: potency is the fitted concentration of half-maximal effect; % is set by controls: 0 for no effect and ±100 for the full control effect
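1,000 cells/well; 4 h culture; + compound; + HCVcc-Cre (~0.5 moi); 44 h; luciferase substrate, RT 15 min; read 15 sec.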
Pf growth 48h: P. falciparum growth inhibition at 48 hours (one generation); Potency, µM (titrated, usually from 28.7 µM), for the others: at the highest dose activity change, negative = inhibition, most hits filed as inhibitors; 5.9% of 310,000 active; P. falciparum luciferase growth in erythrocytes, 48 h; note: potency is the fitted concentration of half-maximal effect; % is set by controls: 0 for no effect and ±100 for the full control effect
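A one-generation exposure of luciferase-tagged malaria parasites in RPMI 1640/Albumax erythrocyte culture, 37 C and 5% CO2. Inhibition is inferred from decreased luminescence after adding detection reagent.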
Pf growth 96h: P. falciparum growth inhibition at 96 hours | Potency, µM (top dose mostly 28.7 µM), without a hit: at the top dose activity change, negative = inhibition, most hits filed as inhibitors | P. falciparum luciferase reporter growth, 96 h | 6.9% of 320,000 active | AID 504834; note: potency is the fitted concentration of half-maximal effect; % is set by controls: 0 for no effect and ±100 for the full control effect
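96 h incubation, 37 C, 5% CO2, of luciferase-reporter P. falciparum-infected RBCs (2% hematocrit, 0.05% parasitemia final) with test compounds; endpoint luminescence.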
LmPK inhibitor: blocks Leishmania mexicana pyruvate kinase activity | Q27686 | purified LmPK, Kinase-Glo ATP luminescence, 1 h | Potency, µM (series often up to 57.5 µM), for the others: at the top dose activity change, negative = inhibition, most hits filed as inhibitors | 0.37% of 290,000 active | AID 1721; note: potency is the fitted concentration of half-maximal effect; % is set by controls: 0 for no effect and ±100 for the full control effect
Target sequence (Q27686 whole entry, looked up): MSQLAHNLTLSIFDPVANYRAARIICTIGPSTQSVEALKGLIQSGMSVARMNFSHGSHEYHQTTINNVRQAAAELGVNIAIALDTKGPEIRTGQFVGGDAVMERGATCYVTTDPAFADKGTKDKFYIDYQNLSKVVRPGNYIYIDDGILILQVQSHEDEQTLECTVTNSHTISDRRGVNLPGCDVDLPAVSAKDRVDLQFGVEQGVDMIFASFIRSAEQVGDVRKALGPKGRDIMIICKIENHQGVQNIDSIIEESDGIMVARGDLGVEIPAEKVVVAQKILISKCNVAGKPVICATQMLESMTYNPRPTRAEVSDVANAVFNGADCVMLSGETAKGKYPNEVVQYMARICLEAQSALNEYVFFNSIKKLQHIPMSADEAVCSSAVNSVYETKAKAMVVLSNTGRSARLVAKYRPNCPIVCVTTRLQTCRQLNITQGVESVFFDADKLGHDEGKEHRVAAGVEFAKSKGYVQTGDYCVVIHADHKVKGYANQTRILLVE
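Screened at intermediate enzyme activity to detect both inhibitors and activators: LmPK at 0.1 nM, with a 0.5 nM enzyme column as activation reference. PEP 0.5 mM, ADP 0.1 mM; ATP detected by luminescence after 1 h.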
Shiga inhibitor: inhibitors of Shiga toxin in Vero cells | 9.2% of 290,000 active | inhibition, % at 38.7 µM | Vero cells, Shiga toxin protein synthesis inhibition reporter | AID 2315; in the data active = inhibition mostly above about 28%, no sharp cut-off; inactive = mostly below about 43%; note: 0% is about no effect
Cycloheximide cs: counter-screen hit for Shiga toxin inhibitors, cycloheximide; 12% of 300,000 active; cell reporter, cycloheximide protein synthesis inhibition counterscreen; max response, %; in the data active = max response mostly above about 13%, no sharp cut-off; inactive = mostly below about 14%; note: read at 38.3 µM for the half of the compounds with a filed dose; 0% is about no effect
Tb PYK inh: T. brucei pyruvate kinase inhibition; Potency, µM (highest dose often 76.8 µM), inactives show at the highest dose activity, negative = inhibition, usual class: inhibitors; Q57TT1; AID 624173; TbPYK enzyme, Kinase-Glo Plus ATP luminescence, 45 min; 0.12% of 410,000 active; note: potency is the fitted concentration of half-maximal effect; % is set by controls: 0 for no effect and ±100 for the full control effect; nearly all actives have a fitted effect of over 50% in size
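In this concentration-response screen, enzyme-free wells defined baseline while DMSO plates tracked drift. Each reaction combined TbPYK, substrate, compound and 130 uM ADP for 45 min at room temperature. Kinase-Glo Plus luminescence gave the signal.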
* = called active by the depositor; ? = inconclusive; . = no result given; & = joins results of further samples; [ ] = dose if it differs, or a comment. Unless noted, calls come from the whole dose curve; as a rule, active = well fitted curve in the direction sought with a large enough effect; inconclusive = small, poorly fitted or top-dose-only effect, or another doubt; inactive = no such curve, though single readings can be large; an effect the other way counts as inactive or inconclusive.

SMILES	HCV inh	Pf growth 48h	Pf growth 96h	LmPK inhibitor	Shiga inhibitor	Cycloheximide cs	Tb PYK inh
CC(C)OCCCNc1nc(-c2ccccc2)nc2ccccc12	-28%	?	64%[activator]	-3%	1	4	-1%
COc1ccc(CCNc2nc(-c3ccco3)cc(C(F)(F)F)n2)cc1OC	-26%	?	?	1%	-22	-2	0%
O=C(O)CCC(=O)NCc1ccc(C(=O)O)cc1	10%	.	.	10%	-4	7	-4%
C=CCN1CN(S(=O)(=O)c2ccc(OC)cc2)c2nc3ccccc3nc21	?	-20%	?	6%	9	16	3%
Cc1ccc(NNC(=S)Nc2ccc(C(C)C)cc2)c(C)c1	2%	-20%	?	16%	15	12	-17%
O=S(=O)(/N=C(/c1ccccc1)N1CCOCC1)c1ccc(Br)cc1	15%	-7%	29%	-9%	-29	9	0%
CCNc1nc(NCC)nc(N(CC)C(N)=S)n1	-9%	2%	-19%	0%	18	-1	-18%
CN(c1ccccc1)S(=O)(=O)c1ccc(C(=O)NCc2ccccc2F)cc1	?	?	?	.	.	.	0%
Cc1ccc(Sc2ncccc2COC(=O)Nc2c(C)cccc2C)cc1	?	?	7.4µM*	1%	-6	2	-7%
ClCc1nnc(-c2cc3c(s2)CCCC3)o1	?	?	10µM*	2%	67*	50*	-1%
COc1ccccc1NC(=O)/C=C/C(=O)O	-14%	0%	4%	-10%	-5	-1	-1%
CN(C)c1ccc(C(c2nnnn2CCOC(=O)Nc2ccc(Cl)cc2)N2CCOCC2)cc1 (stereo unspecified)	-4%	-25%	9%	6%	11	4	-11%
CC(NC(=O)CCCOc1ccc(Cl)cc1)c1ccccc1 (stereo unspecified)	-2%	-21%	2%	2%	16	-4	-5%
Cc1cc(C)n(-c2nc(C(=O)O)cs2)n1	5%	11%	7%	-5%	-5	8	-4%
C=CCOC(=O)C1C(=O)CC(C)(O)C(C(=O)OCC=C)C1c1ccc(N(C)C)cc1 (stereo unspecified)	4%	-7%	?	0%	-7	-3	0%
COc1ccccc1/C=C/C(=O)c1ccccc1	-19%	46%[activator]	37%[activator]	?	69*	55*	-2%
Cc1nnc(SCC(=O)N(Cc2ccccc2)C(C)(C)C)[nH]c1=O	2%	-5%	-2%	-1%	-5	-4	0%
O=C(CSc1ncn[nH]1)NCc1ccc(Cl)cc1	4%	?	-2%	1%	3	-2	-13%
Cc1cc(NC(=O)CCl)on1	?	10µM*	?	0%	11	1	2%
Cc1noc(C)c1C(=O)Nc1ccc(C#N)cc1	1%	-18%	10%	1%	2	-3	3%
CC(C)(CNC(=O)CC1C(=O)NCCN1Cc1cccc(F)c1)N1CCOCC1 (stereo unspecified)	11%	12%	10%	-2%	8	1	0%
O=C1NC(=O)C(=Cc2ccc(-c3ccc(Cl)cc3)o2)C(=O)N1	9%	21%	37%[activator]	-5%	0	1	?
Cc1ccc(N=CC2=C(O)CC(c3cccc(Cl)c3)CC2=O)cc1 (stereo unspecified)	11%	17%	43%[activator]	1%	-7	-1	-9%
Cn1c(=O)c2ncn(CC(=O)N/N=C/C=C/c3ccccc3)c2n(C)c1=O	1%	49%[activator]	428%[activator]	-4%	21	-3	2%
COC(=O)c1ccc(N2C(=O)C3CC=CC(C)C3C2=O)cc1 (stereo unspecified)	8%	-7%	2%	7%	2	9	5%
CCOc1cc(/C=N/NC(=O)c2ccc(CN3CCOCC3)cc2)ccc1OC	?	-3%	23%	1%	-10	2	5%
COc1cc(/C=C2/SC(=Nc3ccc(O)cc3)NC2=O)ccc1O	?	?	?	-2%	21	12	5%
Cc1ccc(C(=O)NC(=S)Nc2ccc(NC(=O)c3cccc(Cl)c3)cc2)cc1	-11%	?	?	-2%	-10	0	-5%
O=C(CSc1n[nH]c(=O)n1C1CC1)c1c[nH]c2ccccc12	-18%	8%	-27%	.	.	.	-9%
CC(=O)N1CCN(c2nc(C)nc3sc4c(c23)CCC(C)C4)CC1 (stereo unspecified)	-5%	?	?	-6%	-20	-3	4%
COc1ccc2c3c(c(=O)oc2c1OCC(=O)O)CCCC3	3%	15%	7%	-2%	-6	-2	-5%
O=C(c1nc2ccccn2c1CN1CCC(Cc2ccccc2)CC1)N1CCCC1	0%	10µM*	-2%	3%	-12	-2	6%
COc1ccc(C(=O)NC(=S)NNC(=O)c2c(-c3ccccc3)noc2C)cc1OC	?	57%[activator]	20%	4%	-3	-2	-8%
CN1CCN(CCCCOc2ccc(Br)cc2)CC1	4%	25%	2%	-10%	-4	1	12%
CC(C)NC(=O)c1ccc2c(c1)N(CC(=O)N1CCCCC1)C(=O)C(C)(C)O2	21%	4%	23%	-6%	3	-5	2%
O=C(NCC1CCCO1)c1c(O)c2ccccc2[nH]c1=O (stereo unspecified)	10%	49%[activator]	?	1%	12	8	-3%
N#CCCN/N=C(/Cc1nc2ccccc2[nH]1)c1cccc(Cl)c1	?	10µM*	.	5%	99*	43*	0%
Cc1ccccc1-c1cc(=O)c2c(O)cccc2o1	10%	61%[activator]	-7%	4%	28*	22*	2%
CCc1c(C)sc(NC(=O)c2ccc(Br)o2)c1C(=O)OC	?	?	?	0%	14	6	2%
COCCCn1c(-c2ccc(S(=O)(=O)N3CCOCC3)cc2)csc1=Nc1ccccc1	?	.	?	3%	-8	10	-2%&2%
COc1ccc(N2CCn3c2nc2c3c(=O)n(CCc3ccccc3)c(=O)n2C)cc1	.	-5%	?	3%	-11	1	.
COCc1ccc(C(=O)N2CCCC(C(=O)c3cc(F)ccc3F)C2)s1 (stereo unspecified)	4%	?	?	0%	-3	-3	-2%
CCSc1nc2ccccc2n1Cc1cccc([N+](=O)[O-])c1	?	0%	0%	4%	6	9	-14%
CC(C)OC(=O)c1c(NC(=O)c2cccs2)sc2c1CCCC2	?	21%	-12%	5%	36	5	0%
CCN(c1ccccc1)S(=O)(=O)c1cc([N+](=O)[O-])ccc1N	-8%	46%[activator]	5%	3%	58*	28*	3%
O=c1cc(-c2ccccc2Cl)oc2c(NS(=O)(=O)c3cc(Cl)cc(Cl)c3O)ccc(O)c12	?	-4%	?	0%	5&12	21&-4	0%
COc1cccc(-c2nnc(SCC(=O)Nc3cc(C)on3)o2)c1	23%	0%	.	3%	54	25*	-5%
O=C(COn1nnc2ccc(S(=O)(=O)N3CCOCC3)cc21)NCCc1ccccc1	-3%	?	-3%	.	.	.	2%
Cc1ccc(S(=O)(=O)NCC(=O)N/N=C/c2ccccc2O)cc1	-87%	?	8%	0%	11	-4	-5%
CC(=O)N/C(=N\c1nc(C)cc(C)n1)Nc1ccc2ccccc2c1	2%	52%[activator]	21%	12%	125*	40*	-21%
Nc1nnc(Cc2ccc(Cl)c(Cl)c2)s1	13%	-12%	5%	6%	-8	0	-10%
Cc1ccccc1NC(=O)N1CCN(C/C=C/c2ccccc2)CC1	-7%	5%	-1%	2%	-1	-1	7%
COC(C(=O)Nc1ccnn1C1CCN(Cc2ccccn2)CC1)c1ccccc1 (stereo unspecified)	-11%	0%	-1%	-7%	-29	1	-3%
CCN1/C(=C/c2sc(-c3ccccc3C)c[n+]2C)Sc2ccccc21	3.5µM*	?	-10%	-1%	-17	12	-2%
CCCCc1nc2ccccc2n1Cc1nnc2n1-c1ccccc1SC2	-3%	?	?	-5%	-10	-3	-9%
CCOc1ccc(C)cc1S(=O)(=O)n1cnc2ccccc21	14%	9%	?	-4%	4	-4	6%
COc1ccc(NC(=O)c2ccc(NC(=O)COC(=O)c3cnc(C)cn3)cc2)cc1	14%	10%	31%[activator]	.	.	.	-12%
Cc1noc(/C=C/c2ccccn2)c1[N+](=O)[O-]	-6%	?	7%	1%	-8	1	-4%
CCCNS(=O)(=O)c1ccc(NC(=O)c2cccnc2)cc1	-6%	.	54%[activator]	-2%	-2	-4	-7%
CC(=O)Nc1ccc(S(=O)(=O)NC2=NCN(c3cccc([N+](=O)[O-])c3)CN2)cc1	-2%	-6%	-8%	-1%	-5	5	1%

The results go on:
SMILES	HCV inh	Pf growth 48h	Pf growth 96h	LmPK inhibitor	Shiga inhibitor	Cycloheximide cs	Tb PYK inh
COc1ccc(-c2c(NC(=O)c3ccco3)oc3c(C)cccc3c2=O)cc1OC	-5%	-11%	-4%	1%	-3	12	-9%
O=C(Oc1c(Cl)cc(Cl)c2cccnc12)c1ccco1	?	?	.	1%	-6	5	0%
C=CCN(CC=C)C(=S)NCCc1ccc(OC)c(OC)c1	?	13µM*	?	-2%	4	5	-4%
Cc1cc(=O)oc2cc(OCC(=O)OCC(=O)NC3CC3)ccc12	14%	33%[activator]	?	-3%	15	-2	2%
O=C(NCc1ccccc1)C(c1ccc(Cl)cc1)N(C(=O)c1csnn1)C1CC1 (stereo unspecified)	10%	-6%	?	-2%	-6	-5	1%
Cc1cc(=O)oc2cc(NC(=O)C(CCCN=C(N)N)NC(=O)OCc3ccccc3)ccc12 (stereo unspecified)	16%	?	1%	-2%	-10	6	1%
CCC(Oc1ccccc1OC)C(=O)Nc1ccc2c(c1)OCO2 (stereo unspecified)	-6%	-9%	31%[activator]	0%	16	15	2%
Cc1cccc(Cn2cc(/C=C/[N+](=O)[O-])c3ccccc32)c1	?	3.7µM*	-3%	-3%	-15	-1	-1%
Cc1ccc(S(=O)(=O)NC(C(=O)OCC(=O)NC(=O)c2cccn2C)C(C)C)cc1 (stereo unspecified)	3%	20%	?	-3%	11	-3	-6%
Cn1nnnc1SCc1ccc(C(=O)Nc2nccs2)cc1	-9%	67%[activator]	.	-7%	51*	37*	3%
COc1ccc(CCNC(=O)COc2ccc(S(=O)(=O)N3CCOCC3)cc2)cc1OC	-6%	-19%	?	-8%	-19	-3	-11%
COC(=O)CCC(=O)Nc1cc(Cl)cc(Cl)c1	-10%	48%[activator]	14%	3%	7	7	-1%
COc1ccc(-c2nn(-c3ccccc3)cc2/C=N/Nc2ccc3ccccc3n2)cc1OC	10µM*	2.6µM*	2.3µM*	1%	80*	34*	1%
Cc1cccc(C(=O)Oc2ccc(/C=N/O)cc2)c1	5%	.	?	-10%	45*	48*	3%
